From PubChem BioAssay
UTI89 phage lysis – protection from phage-mediated lysis, alamar blue read-out – E. coli UTI89, K1F phage, bacterial capsule biogenesis inhibitors (AID 488966); one-dose inhibition, % at 100 µM; IC50 in µM for titrated hits; E. coli UTI89 K1F phage lysis, alamar blue, 2 h; higher % means a stronger effect; 340,000 compounds, 0.02% hits;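 active = phage lysis inhibition, versus mean bacterial control, above a set limit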;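 note: capsule biogenesis inhibitors block K1F phage lysis so surviving cells raise fluorescence; higher fluorescence means more inhibition of phage lysis; actives were called in the ten point dose series up to 300 µM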
Starred values were filed as active, the others as inactive; [ ] = remark or other dose. This is a subset; the hit share may differ from the screen's.

SMILES	UTI89 phage lysis
COc1ccc(NC(=O)CN(C)C(=O)c2cc(S(=O)(=O)N3CCCCCC3)ccc2OC)cc1	0.2%[50 µM]
O=C(COC(=O)Cn1nnc(-c2ccccc2)n1)Nc1ccccc1Br	1.6%
COc1ccc(C2OCC(C)([N+](=O)[O-])CO2)cc1 (stereo not given)	7.5%
CC(C)(C)NC(=O)C[C@H]1C[C@H](C(=O)N2CCCCC2)[C@@]2(CCc3ccccc3)c3[nH]c4cc(-c5ccco5)ccc4c3CCN2C1=O	-0.1%
CN(C)c1cccc(C(=O)N/N=C/c2ccoc2)c1	0.4%
CSc1ccc(C2=CC(=O)C[C@H](c3ccc(F)cc3)C2)cc1	0.6%
CCCCn1c(N)c(N(CCOC)C(=O)COC(=O)COc2ccccc2C#N)c(=O)[nH]c1=O	0.7%[50 µM]
Cc1ccccc1NC(=O)CSc1nc2[nH]c(=O)cc(O)c2s1	-1.2%[50 µM]
COc1cc(C2=CCN(C(C)=O)CC2)ccc1OC(C)=O	-0.1%
O=C(CN1C(=O)NC2(CCCCC2)C1=O)Nc1cc(C(F)(F)F)ccc1N1CCCC1	0.1%[50 µM]
Cc1cc(NC(=O)CN2C(=O)NC(CC(C)C)C2=O)ccc1Br (stereo not given)	0.6%[50 µM]
COC(=O)C1(C(=O)OC)C(C(=O)c2ccccc2)C1c1ccccc1 (stereo not given)	8.4%
O=S(=O)(O)c1cc(O)ccc1O	1.4%
O=C(NN=Cc1ccc(Cl)cc1Cl)C1CC1	0.4%
O=C(COC(=O)c1ccc2ccccc2c1O)Nc1ccccc1	-0.2%[50 µM]
COc1cc2c(cc1OC)C(Cc1cc(OC)c(OC)cc1[N+](=O)[O-])=NCC2	2.2%
Cc1ccc(Cl)c(NC(=O)COC(=O)c2cc[n+]([O-])cc2)c1Cl	-0.4%
Cc1c(Cl)cccc1NC(=O)CNC(=O)c1cn(-c2ccccc2)nc1-c1cccnc1	-0.4%[50 µM]
CN(C)CC(O)c1ccc(C=Cc2ccc(Cl)cc2)cc1 (stereo not given)	8.2%
COc1ccc(OCCOc2ccc(/C=C3\C(=N)N4N=C(C)SC4=NC3=O)cc2)cc1	-0.1%[50 µM]
O=C(COC(=O)c1ccc(Cl)nc1)Nc1ccc(Cl)cc1	1.7%[50 µM]
CSc1ccc(S(=O)(=O)NCC(=O)OCC(=O)N(Cc2ccccc2)C(C)C)cc1[N+](=O)[O-]	0.8%[50 µM]
Cc1noc(C)c1NC(=O)Nc1ccc2c(c1)C(=O)N([C@H](C)CO)C[C@H](C)[C@@H](CN(C)S(=O)(=O)c1cccs1)O2	0.6%
CC1=C(C(=O)OCc2ccccc2)C(c2cccc3ccccc23)NC(=O)N1CCCC(=O)O (stereo not given)	-0.1%
COc1ccc(-c2noc3c2-c2nc(-c4ccccc4Cl)sc2CC3)cc1	0.3%
CCCCn1nc(C(=O)N(C)CC(=O)Nc2ccc(F)c(F)c2F)ccc1=O	1.2%[50 µM]
O=c1cc(C=NNc2ccc([N+](=O)[O-])cc2)[nH]c(=O)[nH]1	1.3%
O=C(CCNC(=O)c1ccc([N+](=O)[O-])cc1)NC1CCCCCC1	0.1%[50 µM]
COc1ccc(C2=CN(Cc3ccccc3)C(c3ccccc3)CC2=O)cc1 (stereo not given)	0.4%
O=C(NCc1cccc(Br)c1)c1cc(-c2ccccc2)nn1CC1CC(c2cccc([N+](=O)[O-])c2)=NO1 (stereo not given)	0.6%
O=C1/C(=C/c2ccccn2)SC(=S)N1Nc1ncc(C(F)(F)F)cc1Cl	3.2%
O=C(CCN1C(=O)c2ccccc2S1(=O)=O)Nc1ccc(F)c(F)c1F	1.6%[50 µM]
COC(=O)c1c(NC(=O)CN2C(=O)NC3(CCCCC3C)C2=O)sc2c1CCC2 (stereo not given)	0.5%[50 µM]
O=C(NC1CC(=O)N(c2ccccc2)C1)C(=O)c1c[nH]c2ccccc12 (stereo not given)	1.9%[50 µM]
CC(C)(C)c1ccc(/C=C(\c2nc3ccccc3[nH]2)S(=O)(=O)c2ccccc2)cc1	0.4%
COc1cc(Cl)c(C)cc1NC(=O)CN(C)C1CCS(=O)(=O)C1 (stereo not given)	0.3%[50 µM]
C/C(=N\OC(=O)c1ccc(F)cc1)c1sc(-c2ccc(Cl)cc2)nc1C	0.2%
Cc1ccc(C)c(S(=O)(=O)NCC(=O)OCC(=O)Nc2sccc2C(N)=O)c1	1.1%[50 µM]
COC(=O)C1=C(C(=O)OC)[C@]2([C@@H]3CCCCN[C@@H](Cc4ccccc4)C(=O)N3Cc3ccccc3)C=C[C@H]1O2	1.4%
O=C(COc1ccccc1)Nc1ccc(N2CCCCC2)cc1	-0.3%
CC1CCc2ccccc2N1CC(=O)Nc1cccc(S(=O)(=O)N2CCCC2)c1 (stereo not given)	0.0%[50 µM]
CC(C)(C)c1ccc(OCC(=O)Nc2cccc(S(=O)(=O)NC3=NCCCCC3)c2)cc1	-0.5%[50 µM]
COc1ccc(S(=O)(=O)N(C)C[C@H]2Oc3ccc(NC(=O)c4ccncc4)cc3C(=O)N([C@H](C)CO)C[C@@H]2C)cc1	-0.3%
CCn1c(C)nc2cc(C(=O)NNC(=O)CN(C)S(=O)(=O)c3ccc(NC(C)=O)cc3)ccc21	0.7%[50 µM]
CN(C)CCCNc1cc(O)c2ncccc2c1	1.6%
CN(C)S(=O)(=O)c1ccc(N2CCCC2)c(C(=O)NC2CCCCC2)c1	1.4%[50 µM]
CCSc1nc2c(c(=O)n(C)c(=O)n2C)n1Cc1ccc(Cl)cc1	0.1%
COc1ccc(C(=O)NCC(c2ccco2)N2CCc3ccccc32)c(OC)c1 (stereo not given)	0.1%[50 µM]
Cc1ccc(C2CC(=O)Oc3cc(C)c(Br)c(C)c32)cc1 (stereo not given)	0.3%
Fc1ccccc1-c1nc(-c2ccc(Cl)cc2)no1	0.2%
COC1=CC(=O)C(OC)=C(OC)C1=O	-1.9%
O=C(NN=Cc1ccccc1O)NN=Cc1ccccc1O	3.2%
CN(C)CCN[C@H]1CCC2C3CC=C4C[C@@H](O)CC[C@]4(C)C3CC[C@@]21C (stereo not given in full)	-3.1%
O=C(Cc1cccc([N+](=O)[O-])c1)Nc1ccc(C(=O)N2CCOCC2)cc1	5.5%
COc1ccc(C(CNC(=O)c2cccc(S(=O)(=O)N3CCOCC3)c2)N2CCOCC2)cc1 (stereo not given)	-1.7%
CSCCC(NC(=O)COc1ccccc1)C(=O)N(C)Cc1ccc(SC)cc1 (stereo not given)	-0.2%[50 µM]
CC(C)NC(=O)N(C)C[C@H]1Oc2c(NC(=O)Nc3ccc(C(F)(F)F)cc3)cccc2C(=O)N([C@H](C)CO)C[C@@H]1C	-0.5%
Cc1cccc(NC(=O)CNC(=O)Cc2ccc3c(c2)OCCO3)c1C	0.7%[50 µM]
CCn1c(SC)nc2cc(S(=O)(=O)N3CCCCC3)ccc21	0.1%[50 µM]
O=[N+]([O-])c1ccccc1CNCCO	-0.1%

Arranged by number of heavy atoms (largest number first): some entries from above
SMILES	UTI89 phage lysis
CCn1c(C)nc2cc(C(=O)NNC(=O)CN(C)S(=O)(=O)c3ccc(NC(C)=O)cc3)ccc21	0.7%[50 µM]
CC(C)(C)c1ccc(OCC(=O)Nc2cccc(S(=O)(=O)NC3=NCCCCC3)c2)cc1	-0.5%[50 µM]
CN(C)S(=O)(=O)c1ccc(N2CCCC2)c(C(=O)NC2CCCCC2)c1	1.4%[50 µM]
O=C(CCNC(=O)c1ccc([N+](=O)[O-])cc1)NC1CCCCCC1	0.1%[50 µM]
Cc1cc(NC(=O)CN2C(=O)NC(CC(C)C)C2=O)ccc1Br (stereo not given)	0.6%[50 µM]
CCn1c(SC)nc2cc(S(=O)(=O)N3CCCCC3)ccc21	0.1%[50 µM]

(listing goes on)
SMILES	UTI89 phage lysis
C=CC[C@H](CC(=O)N(CCO)Cc1ccccc1)C(=O)N[C@H](COC(=O)[C@@H](CC=C)Cc1ccc(F)cc1)Cc1ccccc1	-1.0%
Cc1cc(C(=O)COc2cccc([N+](=O)[O-])c2)c(C)n1C1CC1	0.4%[50 µM]
COc1ccc(NC(=O)CN(C)CC(=O)Nc2sc3c(c2C(N)=O)CCC3)cc1	-0.1%[50 µM]
Nc1nc(N)c(-c2cccc(C(F)(F)F)c2)c(Cc2cccc(C(F)(F)F)c2)n1	-1.2%
O=C(COC(=O)CNC(=O)c1ccccc1)NC1CCCCC1	0.6%[50 µM]
CCc1ccccc1OCC(=O)Nc1cccc(S(=O)(=O)NC2=NCCC2)c1	0.6%[50 µM]
COc1ccccc1N1CC(C(=O)Nc2ccc(N3CCOCC3)cc2)CC1=O (stereo not given)	0.9%[50 µM]
O=C(Nc1cccc(S(=O)(=O)N2CCCCC2)c1)C1CCC1	0.7%[50 µM]
CCCCn1c(SCC(=O)NC(=O)Cc2ccccc2)nc2ccccc2c1=O	1.2%[50 µM]
COC(C/C=C/[C@@H](O)[C@H](C)OCc1ccccc1)OC	2.8%
CCCOc1ccc(N2C(=O)CC(NCCCN3CCC(C(N)=O)CC3)C2=O)cc1 (stereo not given)	5.5%
COc1cccc(CNC(=O)CSCC(=O)Nc2ccc(C)cc2)c1	0.8%[50 µM]
CC(C)c1ccc(NC(=O)C2C3C=CC(CC3)C2C(=O)O)cc1 (stereo not given)	1.9%
CCc1ccc([C@@H]2CC=C(C(=O)O)[C@H](c3ccccc3F)N2S(=O)(=O)c2ccc(C)cc2)cc1	-1.7%
CCN(CC(=O)NC1CCS(=O)(=O)C1)C(=O)c1ccc(OC)c([N+](=O)[O-])c1 (stereo not given)	1.1%[50 µM]
C#CCOCCOCCOCCNc1nc(N2CCN(C(=O)[C@H]([C@@H](C)CC)n3cc(CCCCN)nn3)CC2)nc(N2CCN(C(=O)[C@H](CCCCN)n3cc(CC(C)O)nn3)CC2)n1 (stereo not given in full)	1.2%
Cc1ccc(OCCC(=O)OC(C)C(=O)Nc2c(C)n(C)n(-c3ccccc3)c2=O)cc1 (stereo not given)	1.0%[50 µM]
Cc1ccc2c(c1C)-c1c(ccc(C)c1C)C(=O)C2=O	3.9%
Cc1ccc(S(=O)(=O)N2CCN(C(=O)[C@H](Cc3ccccc3)NC(=O)c3ccco3)CC2)cc1C	0.0%[50 µM]
CCOC(=O)N1C(=O)NC(=O)C1c1ccc(Cl)cc1 (stereo not given)	1.8%
COc1ccc(C2=Cc3ccc(OC(C)=O)cc3OC2)cc1	1.3%
O=c1[nH]cc(S(=O)(=O)N2CCN(c3cccc(C(F)(F)F)c3)CC2)c(=O)[nH]1	1.0%[50 µM]
CCOc1ccc(NC(=O)COC(=O)CN2CCCCCC2=O)cc1	-3.9%
Cn1c2ccccc2c2ccc3c(c21)C(=O)C=CC3=O	1.2%
COc1ccc(CNC2C[C@H]3CCCC(=O)N4CC[C@@H](C2)[C@@H]34)cc1 (stereo not given in full)	-0.2%
O=C(COC(=O)Cc1ccc(S(=O)(=O)N2CCOCC2)s1)Nc1ccccc1	1.2%
CCN(CC(=O)Nc1ccccc1OC)C(=O)C1CCC1	-1.2%
COc1ccc(C(=O)c2c3ccc(C(F)(F)F)cc3[n+]([O-])n2CCCN)cc1	6.8%
Cc1ccc(CN(C)C(=O)c2cccc(S(=O)(=O)N3CCCC3)c2)o1	3.4%
CCOc1ccccc1N1CCN(CC(=O)Nc2ccccc2C(=O)NC2CC2)CC1	0.8%[50 µM]
COc1ccc(CC2C(=O)NC(C)C(=O)N(C)C3Cc4ccc(cc4)Oc4cc(ccc4O)CC(C(=O)NC(C)C(=O)NC(C)C(=O)N2C)N(C)C3=O)cc1 (stereo not given)	1.4%
C[C@]12C=CC(=O)C=C1CC[C@@H]1C2=CC[C@]2(C)[C@@H](C(=O)CN3CCN(c4cc(N5CCCC5)nc(N5CCCC5)n4)CC3)CC[C@@H]12	5.3%
COC(=O)C(=O)C1CCc2c(Cl)cc(OC)c(OC)c2C1=O (stereo not given)	-2.1%
CCOc1ccc(C(=O)Nc2ccc(S(=O)(=O)N3C[C@@H]4C[C@@H](C3)c3cccc(=O)n3C4)cc2)cc1	1.3%
Cc1cc(C)n(-c2ccc(C(=O)N3CCN(c4ccccn4)CC3)cc2)n1	0.6%[50 µM]
CN(C)C(=O)c1ccc(NC(=O)COc2cccc3c2OC(C)(C)C3)cc1	2.0%[50 µM]
CCCCN(C(=O)c1cc2c(s1)CCC2)c1c(N)n(CC(C)C)c(=O)[nH]c1=O	0.5%[50 µM]
CC(C)COc1ccc(C(=O)NNC(=O)CCC(=O)c2cccs2)cc1	1.1%[50 µM]
CCCCCCCCCCCCN1[C@@H](CC(=O)OC)c2cc(F)ccc2S1(=O)=O	0.4%
O=C(COC(=O)/C=C/c1ccccc1)NC1CC1	0.7%[50 µM]

Rewritten as comma-separated lines: three of the compounds above
mol,UTI89 phage lysis
COC(=O)c1c(NC(=O)CN2C(=O)NC3(CCCCC3C)C2=O)sc2c1CCC2 (stereo not given),0.5%[50 µM]
O=C(NC1CC(=O)N(c2ccccc2)C1)C(=O)c1c[nH]c2ccccc12 (stereo not given),1.9%[50 µM]
CC(C)(C)c1ccc(/C=C(\c2nc3ccccc3[nH]2)S(=O)(=O)c2ccccc2)cc1,0.4%

Single values from the results shown.
Result of Cc1ccc(CN(C)C(=O)c2cccc(S(=O)(=O)N3CCCC3)c2)o1 in UTI89 phage lysis: 3.4%
Result of CCCCCCCCCCCCN1[C@@H](CC(=O)OC)c2cc(F)ccc2S1(=O)=O in UTI89 phage lysis: 0.4%
Result of CCOc1ccccc1N1CCN(CC(=O)Nc2ccccc2C(=O)NC2CC2)CC1 in UTI89 phage lysis: 0.8%[50 µM]
Result of C[C@]12C=CC(=O)C=C1CC[C@@H]1C2=CC[C@]2(C)[C@@H](C(=O)CN3CCN(c4cc(N5CCCC5)nc(N5CCCC5)n4)CC3)CC[C@@H]12 in UTI89 phage lysis: 5.3%

(next part)
SMILES	UTI89 phage lysis
COC(=O)Cc1ccc(NC(=S)N2CCN(CCO)CC2)cc1	2.5%
CCOC(=O)[C@H]1[C@H]2COc3cc(OC)ccc3[C@@H]2N2C(=O)CN(C)C(=O)[C@@]12C	1.5%
CC(C)(O)CN(CCCNC(=S)Nc1ccccc1)C(=S)Nc1ccccc1	2.3%
CSCCC(NC(=O)c1ccco1)C(=O)N1CCCC(C(F)(F)F)C1 (stereo not given)	0.3%[50 µM]
